# Mtb UGM inh – inhibitors of M. tuberculosis UDP-galactopyranose mutase | inhibition, % at 10 µM | AID 504406 | purified UGM, fluorescence polarization probe displacement | hit rate 0.06% among 320,000; in the data active means inhibition above about 10%, passing the limit was not always enough
# Target sequence (P9WIQ1 whole entry, looked up): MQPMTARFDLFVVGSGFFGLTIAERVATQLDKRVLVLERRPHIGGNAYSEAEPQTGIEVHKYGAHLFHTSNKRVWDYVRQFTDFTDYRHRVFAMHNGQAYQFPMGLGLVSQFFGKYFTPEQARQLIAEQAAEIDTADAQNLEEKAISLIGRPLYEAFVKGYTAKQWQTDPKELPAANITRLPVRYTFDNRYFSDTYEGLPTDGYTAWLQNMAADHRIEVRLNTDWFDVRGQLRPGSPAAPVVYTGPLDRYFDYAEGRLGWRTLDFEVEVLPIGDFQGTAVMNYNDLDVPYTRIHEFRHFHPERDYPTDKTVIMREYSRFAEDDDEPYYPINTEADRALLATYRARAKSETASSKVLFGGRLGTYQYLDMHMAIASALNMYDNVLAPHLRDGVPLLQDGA
# MazEF act – increases E. coli MazEF RNase cleavage of RNA; FAM/BHQ RNA-DNA oligo cleavage fluorescence, 5 h; activation, % at 20 µM; P0AE70; hit rate 0.32% among 350,000; in the data active means activation above about 50%
# Target sequence (P0AE70 whole entry, looked up): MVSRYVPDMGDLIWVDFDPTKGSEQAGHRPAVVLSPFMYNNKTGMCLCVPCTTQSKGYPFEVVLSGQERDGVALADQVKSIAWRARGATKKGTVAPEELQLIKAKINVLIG
# PriA SSB inh – inhibitors of Klebsiella pneumoniae PriA binding to SSB C-terminal tail | AlphaScreen SSBct-PriA binding, biotinylated peptide | inhibition, % at 33 µM | hit rate 0.6% among 430,000; in the data active means inhibition mostly above about 37%, no sharp cut-off; inactive means mostly below about 20%;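 further: plate controls were negative control peptide for no effect and reference peptide for full effect; strong numbers were not always called active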
# Rv3671c inh – Rv3671c (M. tuberculosis) protease inhibition | P9WHR9 | inhibition, % at 5.96 µM | hit rate 0.048% among 320,000 | AID 2606; in the data active means inhibition above about 38%;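 further: extracellular domain of Rv3671c used as enzyme; 0% = enzyme with DMSO and 100% = no enzyme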
# 3CLpro inhibitor – SARS-CoV 3CLpro protease inhibition | recombinant SARS-CoV 3CLpro, quenched FRET peptide cleavage | inhibition, % at 6 µM | hit rate 0.14% among 290,000 | AID 1706; in the data active means inhibition above about 12%
# GDH-TPI counter – GDH-TPI coupled enzyme inhibition counter-screen; GDH-TPI coupled enzyme counterscreen, NADH absorbance; inhibition, % at 4.8 µM; hit rate 1.2% among 360,000; in the data active means inhibition above about 30%;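 further: 0% = DMSO wells and 100% = wells lacking the enzyme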
# BH1578 lux ind – quorum light induction in luxS cqsA deficient V. cholerae; V. cholerae BH1578 lux reporter, luminescence, 6 h; activation, % at 18.7 µM; hit rate 0.16% among 350,000; in the data active means activation mostly above about 9.7%, no sharp cut-off; further: not every result past the cut was called active; inactives centre near 0; reference of the scale not given here
# BioA inh – BioA (M. tuberculosis) enzyme inhibition | purified M. tuberculosis BioA enzyme, plate reader | AID 602481 | inhibition, % at 9.99 µM | hit rate 0.096% among 360,000; in the data active means inhibition above about 40%
# VHR inh abs – inhibitors of human VHR1 phosphatase (DUSP3); P51452; hit rate 0.52% among 290,000; inhibition, % at 13.3 µM; recombinant VHR phosphatase, pNPP absorbance; AID 1654; in the data active means inhibition above about 50%; further: some compounds called inactive have numbers as strong as hits
# Target sequence (P51452 whole entry, looked up): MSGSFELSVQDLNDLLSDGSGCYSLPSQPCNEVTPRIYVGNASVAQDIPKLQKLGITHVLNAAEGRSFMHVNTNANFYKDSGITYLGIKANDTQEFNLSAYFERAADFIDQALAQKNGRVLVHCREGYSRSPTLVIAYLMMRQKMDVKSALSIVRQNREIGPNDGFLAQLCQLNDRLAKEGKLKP
# Mtb FBA inh – inhibitors of M. tuberculosis fructose-bisphosphate aldolase; P9WQA3; purified M. tuberculosis FBA, fluorescence read-out; inhibition, % at 1 µM; hit rate 2.3% among 360,000; AID 588726; in the data active means inhibition above about 27%;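 further: 0% = vehicle and 100% = reference inhibitor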
# Target sequence (P9WQA3 whole entry, looked up): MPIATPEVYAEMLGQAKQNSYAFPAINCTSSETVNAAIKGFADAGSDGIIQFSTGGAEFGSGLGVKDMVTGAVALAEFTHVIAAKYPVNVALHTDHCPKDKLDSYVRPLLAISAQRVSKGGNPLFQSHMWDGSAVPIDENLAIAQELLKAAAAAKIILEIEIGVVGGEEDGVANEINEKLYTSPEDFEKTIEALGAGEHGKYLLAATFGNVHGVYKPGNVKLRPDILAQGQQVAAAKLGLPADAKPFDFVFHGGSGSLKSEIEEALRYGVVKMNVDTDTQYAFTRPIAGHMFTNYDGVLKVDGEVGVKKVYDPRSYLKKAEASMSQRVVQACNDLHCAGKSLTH
# Active calls of the source: *; i = inactive; . = no result given; & = joins results of further samples. An excerpt; rates above refer to the full screens.
SMILES,Mtb UGM inh,MazEF act,PriA SSB inh,Rv3671c inh,3CLpro inhibitor,GDH-TPI counter,BH1578 lux ind,BioA inh,VHR inh abs,Mtb FBA inh
CC(C)[C@H](N)c1nnc(SCC(=O)c2ccc(Cl)cc2)o1,-0.3,9,1,6,-2,13,-0.4,1.9,22,2
COc1cccc(N2CC(NC(=O)c3ccc4ccccc4c3)CC2=O)c1 (configuration not stated),0.2,4,-2,-11,.,6,i,.,.,2
CC(=O)Nc1cncc(-c2ccccc2CO)n1,.,.,.,.,.,4,-4.5,-0.5,.,-2
COc1ccc(-n2nnc3c(SCC(=O)Nc4ccccc4F)ncnc32)cc1,-0.6,-21,-15,8,4,-8,-0.7,.,17,-4
CCCCSc1nc2sc3c(c2c(=O)n1-c1ccc(OC)cc1)CCN(C)C3,.,15,-7,.,3,22,i,9.4,-10,4
CCCS(=O)(=O)c1nc(S(=O)(=O)c2ccc(C)cc2)c(N2CCc3ccccc3C2)s1,0.4,-11,-2,-17,4,2,0.0,.,-5,-3
O=C(NCCc1ccccc1)c1n[nH]c2ccccc12,0.7,1,-31&-10,-11,5,-8,i,0.4,-14,-1
CCc1nn(CC(=O)NCCCN2CCOCC2)c(=O)c2cc3c(OC)cccc3n12,.,1,3,.,.,16,-2.6,-1.2,.,112*
Brc1cccc(-c2cnco2)c1,-1.9,0,-12,-10,-4,-3,0.6,-0.8,-14,3
COc1cccc(CN2CC(O)=C(c3nc(-c4ccc(Cl)cc4)cs3)C2=N)c1,1.5,0,-4,-3,10,-1,.,-1.6,-20,-3
CCSc1nnnn1-c1ccccc1,-2.3,1,-16,-7,-3,8,.,-0.2,17,0
COc1ccc(C(C#N)(CC(=O)O)c2cnccn2)cc1OC (configuration not stated),2.3,-4,0,-7,.,7,i,0.9,.,4
COc1ccc(CCNC(=O)COC(=O)CCC(=O)c2cccs2)cc1OC,3.1,6,-9,4,.,1,i,2.0,.,-2
N#Cc1c(N)c(C(=O)c2ccc(Br)cc2)n2c1CCC2,-0.3,7,2,2,-1,31*,i,-1.0,6,1
Cc1ccc2nc(S(=O)(=O)O)[nH]c2c1,2.3,-13,-6,4,6,5,i,-2.3,-21,1
O=C(CSCc1c(Cl)cccc1Cl)NN1C(=O)c2ccccc2C1=O,1.5,-1,2,-7,4,9,-2.8,-0.2,12,1
COc1cccc(CN(C)C(=O)c2ccc(NS(=O)(=O)c3ccc(F)cc3)cc2)c1OC,1.0,-3,0,1,.,12,i,-0.3,.,2
CC1(C(=O)c2ccccc2)C2c3c(ccc4ccccc34)OC(=O)C21C(=O)N1CCOCC1 (configuration not stated),1.8,2,28,-7,1,-7,i,.,21,1
CC(C)N1CC2(CC(c3ccc(Cl)cc3Cl)=NO2)CN1C(=O)c1ccc(C(C)(C)C)cc1 (configuration not stated),.,-6,.,.,.,3,-0.4,-0.2,.,5
CCOc1ccc(C(=O)NCCC(=O)N2CCC3(CC2)NCCc2[nH]cnc23)cc1OCC,1.3,11,12,-5,-1,-2,-0.2,-1.4,2,4
O=C(Nc1ccc2nc(-c3ccco3)c(-c3ccco3)nc2c1)N1CCN(c2ccccn2)CC1,.,-9,3,-9,-2,16,-0.2,-1.9,0,2
COc1ccc(N(C)S(=O)(=O)c2cccc(C(=O)OC(C(=O)Nc3cc(C)cc(C)c3)c3ccccc3)c2)cc1 (configuration not stated),3.1,4,-3,-111,-2,7,-0.1,.,-6,2
O=C(O)C(O)c1ccco1 (configuration not stated),.,1,5,.,-4,-2,i,0.4,8,0
CCCCNC(=O)c1c[nH]c2ccc(S(=O)(=O)Nc3ccc(OCC)cc3)cc2c1=O,1.3,7,-3,-19,3,9,-0.1,0.6,-5,4
COC(=O)c1cn(-c2ccccc2)nc1C(=O)OC,6.4,1,-10,-3,-2,12,-0.4,.,8,0
# Later entries
SMILES,Mtb UGM inh,MazEF act,PriA SSB inh,Rv3671c inh,3CLpro inhibitor,GDH-TPI counter,BH1578 lux ind,BioA inh,VHR inh abs,Mtb FBA inh
Cc1c(/C=N/NC(N)=O)c2ccccn2c1C(=O)c1ccc(F)cc1,-1.1,6,.,-5,-1,15,-0.3,.,-10,-3
CCC(=O)Nc1nnc(SCC(=O)c2ccc3c(c2)Cc2ccccc2-3)s1,-1.9,12,1,-10,-1,20,-2.0,1.6,16,1
COC(=O)c1sc(NC(=O)c2ccc(OC)cc2OC)nc1C,-3.9,-23,3,-7,3,-3,-0.2,0.6,.,3
N#CC1=C(N)Oc2cc(Nc3ccccc3)ccc2C1c1ccncc1 (configuration not stated),0.6,2,22,16,2,3,i,.,37,0
COc1ccccc1CNC(=O)c1ccc(CS(=O)Cc2cccc(Cl)c2)o1 (configuration not stated),-0.3,2,1,-7,-2,-3,-0.5,2.0,23,0
O=C1c2ccccc2C(=O)N1CCCc1nc2ccccc2c(=O)n1-c1cccnc1,1.7,3,-4,-6,0,.,.,.,14,.
CSCCC(NC(=O)c1cc([N+](=O)[O-])cc([N+](=O)[O-])c1)c1nc2ccccc2[nH]1 (configuration not stated),2.2,20,7,-6,-1,12,-0.2,-0.3,-2,1
Cc1nnc(NC(=O)CSc2nc3c(c(=O)n(C)c(=O)n3C)n2C(C)C)s1,0.2,3,-4,4,3,-3,-0.5,.,9,-5
CC[C@]12c3[nH]c4cc(-c5ccco5)ccc4c3CCN1C(=O)[C@@H](CC(=O)NCc1cccc(C(F)(F)F)c1)C[C@@H]2C(=O)N1CCN(C(=O)c2ccco2)CC1,.,-2,-4,.,.,6,-0.7,-2.7,.,7
Cc1ccc(-n2nnnc2SCC(=O)c2cc(C)n(-c3cc(C)on3)c2C)c(C)c1,1.6,-5,7,-7,-4,1,-10,-1.1,2,-3
O=C1NCCn2nc3ccccc3c21,-1.0,3,4,-7,.,2,-0.4,0.6,.,23
OC(c1ccc(F)c(F)c1)c1nc(-c2ccc(F)c(Cl)c2)cs1 (configuration not stated),.,.,.,.,.,3,i,-0.6,.,-2
CC(=O)Nc1ccc(NC(=O)CSc2cn(CC(=O)N3CCOCC3)c3ccccc23)cc1,0.5,-29,-10,19,0,5,-6.7,-0.9,-32,0
CCn1cnc2c1c(=O)n(CC(=O)O)c(=O)n2Cc1ccccc1,-3.9,14,-7,-2,3,7,0.3,.,-47,2
CCCCCCN1C2=NCCCN2c2ccccc21,5.9,7,-7,4,2,9,-0.1,-1.0,-22,8
CCN1CCCC1CNC(=O)C1CCN(C(=O)c2cc3sccc3n2Cc2ccc(F)cc2)CC1 (configuration not stated),-1.4,7,-2,-13,-1,12,0.9,.,36,-4
COc1ccc(NC(=O)CC(c2ccco2)C(C)C)cc1 (configuration not stated),1.4,2,8,-4,-6,0,-1.1,-0.2,.,0
O=c1oc2ccccc2cc1-c1csc(Cc2nc(-c3ccc(Br)cc3)cs2)n1,-2.4,-11,2&-10,-2,-2,8,i,-1.6,-4,2
Cc1ccc(Nc2cc(C)nc(-c3ccccc3O)n2)cc1,2.3,5,-28,-7,0,3,0.3,.,22,3
O=C(NCc1ccccc1)c1cccc(COc2cccc(Cl)c2)c1,1.4,-12,-15,-19,8,-3,.,-0.1,13,0
CC1CC(C)CN(C(=O)CCC(=O)Nc2nnc(C3CCCCC3)s2)C1 (configuration not stated),-1.1,5,2,1,7,4,-3.4,0.8,12,0
COc1ccccc1/C=C1/C(=N/O)C2CCN1CC2,-0.1,9,.,4,1,4,0.0,1.2,3,-2
COCC(C)N=C1NN=C(c2ccc(NC(C)=O)cc2)CS1 (configuration not stated),1.9,-1,1,4,-1,8,-0.9,.,22,0
Cc1cccc(N(Cc2cc3ccc(C)cc3[nH]c2=O)C(=O)c2ccco2)c1,-2.1,-1,5,0,0,18,i,-0.2,-11,5
CCOc1ccc(NC(=O)CN(C)C(=O)c2c(C)nn(-c3ccc(F)cc3)c2Cl)cc1OCC,-0.9,-1,-5,0,.,-1,i,1.1,.,-1
# Carrying on.
SMILES,Mtb UGM inh,MazEF act,PriA SSB inh,Rv3671c inh,3CLpro inhibitor,GDH-TPI counter,BH1578 lux ind,BioA inh,VHR inh abs,Mtb FBA inh
CCOCCc1nn2c(=O)cc(CSCC(=O)Nc3cccc(C)c3C)nc2s1,-2.1,3,0,-4,5,1,0.5,0.6,7,1
COc1ccc(Cl)cc1N(CC(=O)Nc1ccc2c(c1)OCCO2)S(C)(=O)=O,0.6,4,0,-2,2,1,.,1.5,24,5
COc1ccc(-c2nnn(CC(=O)Nc3sc4c(c3C#N)CCCC4)n2)cc1,-1.3,1,-13,-8,7,16,i,-1.4,4,-2
Cc1nn(-c2ccc(F)cc2)c(C)c1CN1CCN(CCC(C)C)C(CCO)C1 (configuration not stated),-2.8,5,-6,6,0,2,i,0.5,18,-3
Cc1cc(C)cc(OCC(=O)N/N=C/c2ccccn2)c1,0.0,-3,i,8,3,7,-0.6,0.2,-7,-5
COc1ccc(C)c2sc(NNC(=O)COc3ccccc3)nc12,-2.1,.,.,-6,-3,.,.,.,6,.
Cn1c(=O)cc(OCCCC(=O)Nc2ccc3c(c2)OCCO3)c2ccccc21,-0.8,9,-8,2,-1,-10,-27,-3.3,-14,-3
CCN(CC)C(=O)C1=C(C)N(Cc2ccc(OC)cc2)C(=O)C(CC(=O)NCCN2CCOCC2)C1 (configuration not stated),.,2,.,.,.,-7,-1.1,0.6,.,1
Fc1cccc(Nc2nc(N3CCOCC3)nc(N3CCOCC3)n2)c1,1.8,2,2,-4,-3,3,-0.4,1.3,6,0
CC(=O)Nc1cccc(C(=O)OCC(=O)NC(=O)Cc2ccccc2)c1,0.2,0,-2,1,.,9,i,1.7,.,-2
C=CCN(c1ccc(OC)cc1)S(=O)(=O)c1ccc(Cl)c(C(=O)OCC(=O)c2c(N)n(C)c(=O)n(C)c2=O)c1,.,-28,5,.,.,0,i,-1.4,.,0
N#CC1(NC(=O)COC(=O)c2nccnc2N)CCCCC1,2.2,-5,-4,-2,.,10,-0.2,-0.9,.,165*
O=C(NCc1ccccn1)C1CCN(S(=O)(=O)N2CCCCC2)CC1,2.5,-2,-8,3,-4,1,-1.7,0.7,42,0
CCOC(=O)C1CCCN(C(=O)c2ccc(C)c(NC(=O)C3=C(C)OCCS3)c2)C1 (configuration not stated),-0.6,-8,0,-3,-2,14,i,-0.1,11,1
Cc1ccc(Cl)cc1N1CCN(S(C)(=O)=O)CC1,1.0,1,-10,3,10,-1,-0.6,0.2,17,0
CCN1/C(=C2\OC(=S)N(C)C2=O)Sc2ccccc21,2.3,7,-16,6,-7,5,4.8,-2.7,18,-5
CC(=O)Nc1ccc(S(=O)(=O)N2CCN(C(=O)c3ncoc3-c3ccccc3F)CC2)cc1,-0.1,3,-8,-6,1,3,-2.2,0.0,4,-1
COC(=O)C1CCN(C(=O)CN2C(=O)NC(CC(C)C)C2=O)CC1 (configuration not stated),-0.1,-15,0,3,.,-5,-0.7,-3.3,.,0
CCN(CC)CCOC(=O)C(O)(c1ccccc1)c1ccccc1,-2.2,9,-2,-1,4,-7,6.2,-0.8,20,-1
CCC(C(=O)NCCCN1CC(C)CC(C)C1)n1nc(C)c2sc3ccccc3c2c1=O (configuration not stated),0.6,15,-7,7,-2,2,-0.2,0.1,18,4
Cc1ccc(S(=O)(=O)N2CCc3ccccc3CC2)cc1,.,3,-30,.,.,-5,-0.9,-1.0,.,-2
COc1ccc(C(=O)OCCc2ccc(O)cc2)cc1,0.3,0,-14,-4,0,8,-1.2,0.9,-7,-2

# Full records from above. Order of values: Mtb UGM inh, MazEF act, PriA SSB inh, Rv3671c inh, 3CLpro inhibitor, GDH-TPI counter, BH1578 lux ind, BioA inh, VHR inh abs, Mtb FBA inh
# Fc1cccc(Nc2nc(N3CCOCC3)nc(N3CCOCC3)n2)c1 in the list: 1.8, 2, 2, -4, -3, 3, -0.4, 1.3, 6, 0
# COc1ccc(C(=O)OCCc2ccc(O)cc2)cc1 in the list: 0.3, 0, -14, -4, 0, 8, -1.2, 0.9, -7, -2
# O=C1NCCn2nc3ccccc3c21 in the list: -1.0, 3, 4, -7, ., 2, -0.4, 0.6, ., 23
# CC(=O)Nc1cccc(C(=O)OCC(=O)NC(=O)Cc2ccccc2)c1 in the list: 0.2, 0, -2, 1, ., 9, i, 1.7, ., -2
# CC(=O)Nc1cncc(-c2ccccc2CO)n1 in the list: ., ., ., ., ., 4, -4.5, -0.5, ., -2
